TcdB GH inh: TcdB glycohydrolase inhibition; P18177; TcdB glycohydrolase enzymatic assay, plate reader; inhibition, % at 9.99 µM; 0.24% of 350,000 active; AID 652162; in the data active = inhibition above about 10%
Target sequence (P18177 whole entry, looked up): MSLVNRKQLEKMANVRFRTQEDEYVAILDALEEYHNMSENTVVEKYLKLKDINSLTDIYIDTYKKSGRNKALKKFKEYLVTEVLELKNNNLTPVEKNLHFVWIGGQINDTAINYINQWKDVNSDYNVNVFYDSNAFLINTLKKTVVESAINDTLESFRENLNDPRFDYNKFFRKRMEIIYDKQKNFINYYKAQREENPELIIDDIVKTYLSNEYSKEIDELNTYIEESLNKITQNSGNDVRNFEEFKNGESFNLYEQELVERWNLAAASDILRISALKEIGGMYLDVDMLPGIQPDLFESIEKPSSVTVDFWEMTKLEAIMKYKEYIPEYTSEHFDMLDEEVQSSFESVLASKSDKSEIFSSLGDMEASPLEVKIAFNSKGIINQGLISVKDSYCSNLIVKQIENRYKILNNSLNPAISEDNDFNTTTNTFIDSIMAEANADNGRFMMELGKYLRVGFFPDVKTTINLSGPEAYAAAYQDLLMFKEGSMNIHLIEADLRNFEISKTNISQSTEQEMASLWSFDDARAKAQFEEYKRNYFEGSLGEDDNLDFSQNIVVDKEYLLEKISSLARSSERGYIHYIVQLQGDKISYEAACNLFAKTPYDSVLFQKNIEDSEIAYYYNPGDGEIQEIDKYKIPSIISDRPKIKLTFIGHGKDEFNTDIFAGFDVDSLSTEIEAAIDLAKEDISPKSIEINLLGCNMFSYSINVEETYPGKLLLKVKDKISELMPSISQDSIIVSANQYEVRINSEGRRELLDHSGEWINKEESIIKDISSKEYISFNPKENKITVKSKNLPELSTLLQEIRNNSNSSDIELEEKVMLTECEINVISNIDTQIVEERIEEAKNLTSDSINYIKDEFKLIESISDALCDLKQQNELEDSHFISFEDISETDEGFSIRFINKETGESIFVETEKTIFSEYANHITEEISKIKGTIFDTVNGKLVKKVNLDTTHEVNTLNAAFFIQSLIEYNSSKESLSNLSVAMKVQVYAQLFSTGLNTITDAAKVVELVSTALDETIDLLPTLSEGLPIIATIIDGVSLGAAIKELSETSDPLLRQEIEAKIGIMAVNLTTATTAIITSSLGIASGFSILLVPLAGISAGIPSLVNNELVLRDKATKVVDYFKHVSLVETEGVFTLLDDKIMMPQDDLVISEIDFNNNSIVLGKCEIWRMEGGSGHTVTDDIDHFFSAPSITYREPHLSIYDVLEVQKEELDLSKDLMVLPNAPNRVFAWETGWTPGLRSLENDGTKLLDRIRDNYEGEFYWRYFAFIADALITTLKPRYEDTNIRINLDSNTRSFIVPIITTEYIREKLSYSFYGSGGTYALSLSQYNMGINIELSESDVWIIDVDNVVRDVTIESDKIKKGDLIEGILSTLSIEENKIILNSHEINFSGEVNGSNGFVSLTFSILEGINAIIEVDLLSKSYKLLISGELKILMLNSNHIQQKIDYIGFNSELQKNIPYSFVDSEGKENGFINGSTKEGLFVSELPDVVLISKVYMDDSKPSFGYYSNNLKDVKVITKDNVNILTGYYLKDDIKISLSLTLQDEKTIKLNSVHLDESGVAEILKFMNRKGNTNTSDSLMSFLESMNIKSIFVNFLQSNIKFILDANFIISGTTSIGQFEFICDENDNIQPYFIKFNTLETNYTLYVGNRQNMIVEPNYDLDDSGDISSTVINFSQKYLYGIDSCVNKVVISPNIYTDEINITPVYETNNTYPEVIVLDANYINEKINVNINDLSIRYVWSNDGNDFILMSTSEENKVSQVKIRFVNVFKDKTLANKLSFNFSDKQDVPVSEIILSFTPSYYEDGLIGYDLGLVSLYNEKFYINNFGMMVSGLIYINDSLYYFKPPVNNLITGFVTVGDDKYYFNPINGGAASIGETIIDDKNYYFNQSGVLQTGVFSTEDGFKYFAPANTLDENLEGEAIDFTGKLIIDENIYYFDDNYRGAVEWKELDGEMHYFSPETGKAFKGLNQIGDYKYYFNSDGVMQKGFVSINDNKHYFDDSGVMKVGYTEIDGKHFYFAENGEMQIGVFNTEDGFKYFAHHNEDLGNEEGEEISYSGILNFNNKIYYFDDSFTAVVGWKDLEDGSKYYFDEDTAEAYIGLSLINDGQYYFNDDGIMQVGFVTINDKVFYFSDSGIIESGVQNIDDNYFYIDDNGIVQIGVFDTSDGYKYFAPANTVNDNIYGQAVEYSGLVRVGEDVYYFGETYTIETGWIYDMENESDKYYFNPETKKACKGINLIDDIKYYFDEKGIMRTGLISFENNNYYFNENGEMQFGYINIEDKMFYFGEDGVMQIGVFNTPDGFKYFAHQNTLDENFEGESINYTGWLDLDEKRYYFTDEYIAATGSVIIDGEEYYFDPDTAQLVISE
* = called active by the depositor; ! = a repeat was not active. This is a subset, so the mix of outcomes need not match the whole.

`COc1ccc(S(=O)(=O)N(C)C[C@H]2Oc3ccc(NS(=O)(=O)c4c(C)noc4C)cc3CC(=O)N([C@@H](C)CO)C[C@@H]2C)cc1` gave TcdB GH inh -0.8.
For O=C(N[C@H]1CC[C@H](CCNS(=O)(=O)c2ccc(F)cc2)O[C@@H]1CO)c1cccc(F)c1 the results were TcdB GH inh -0.7.
For Cc1noc(C)c1NC(=O)N(C)C[C@H]1Oc2c(NS(=O)(=O)c3ccc(F)cc3)cccc2C(=O)N([C@@H](C)CO)C[C@H]1C the results were TcdB GH inh -0.7.
Screening CCCC(=O)Nc1ccc2c(c1)C(=O)N(C)C[C@H](OC)[C@@H](C)CN(C(=O)c1ccncc1)[C@H](C)CO2 returned TcdB GH inh -0.7.
For CN1CCN(C(=O)C[C@@H]2CC[C@H]3[C@@H](COc4ccc(NC(=O)c5ccc(F)c(F)c5)cc4C(=O)N3C)O2)CC1 the results were TcdB GH inh -0.7.
`CC(C)NC(=O)Nc1ccc2c(c1)CC(=O)N([C@@H](C)CO)C[C@@H](C)[C@@H](CN(C)C(=O)Nc1ccc(C(F)(F)F)cc1)O2` gave TcdB GH inh 1.5.
C[C@@H]1CN([C@H](C)CO)C(=O)c2cc(-c3ccc(F)cc3)cnc2O[C@H]1CN(C)C(=O)c1cccnc1 was read as TcdB GH inh -2.5.
`CC(=O)N1CC[C@H]2[C@H](CO)Nc3ccc(C#Cc4ccccc4F)cc3[C@H]21` gave TcdB GH inh -0.7.
For C[C@H]1CN([C@@H](C)CO)S(=O)(=O)c2ccc(C3=CCCC3)cc2O[C@H]1CN(C)C(=O)c1ccncc1 the results were TcdB GH inh -0.7.
Screening O=C(Nc1ccccc1F)N1C[C@@H]2N[C@H](C1)C2c1ccc(-c2cccc(F)c2)cc1 (stereo partly specified) returned TcdB GH inh 24*!.

Part of the list above in order of length of the SMILES, ascending:
C[C@@H]1CN([C@H](C)CO)C(=O)c2cc(-c3ccc(F)cc3)cnc2O[C@H]1CN(C)C(=O)c1cccnc1 was read as TcdB GH inh -2.5.
For CN1CCN(C(=O)C[C@@H]2CC[C@H]3[C@@H](COc4ccc(NC(=O)c5ccc(F)c(F)c5)cc4C(=O)N3C)O2)CC1 the results were TcdB GH inh -0.7.
For Cc1noc(C)c1NC(=O)N(C)C[C@H]1Oc2c(NS(=O)(=O)c3ccc(F)cc3)cccc2C(=O)N([C@@H](C)CO)C[C@H]1C the results were TcdB GH inh -0.7.

(cont.)
For O=C(NC1CCCCC1)N1CC2(C1)[C@H](c1ccccc1)[C@@H](CO)N2CC1CC1 the results were TcdB GH inh -0.2.
`Cc1ccc(S(=O)(=O)Nc2ccc3c(c2)CC(=O)N([C@H](C)CO)C[C@@H](C)[C@H](CN(C)Cc2ccccc2)O3)cc1` gave TcdB GH inh 0.1.
CCC(=O)N(C)C[C@@H]1Oc2cc(C#Cc3ccncc3)ccc2S(=O)(=O)N([C@H](C)CO)C[C@@H]1C was read as TcdB GH inh -0.7.
`CN(C)CC(=O)Nc1ccc2c(c1)[C@H]1C[C@@H](CC(=O)NCc3cccnc3)O[C@H](CO)[C@H]1O2` gave TcdB GH inh -1.4.
For CCCNC(=O)[C@@H]1[C@@H](CO)[C@@H]2Cn3c(ccc(-c4ccc(F)cc4)c3=O)[C@H]1N2CCC the results were TcdB GH inh 0.7.
CO[C@@H]1CN(C)C(=O)c2cc(NS(=O)(=O)CC(F)(F)F)ccc2OC[C@H](C)N(C(=O)NC(C)C)C[C@@H]1C was read as TcdB GH inh -0.3.
For CO[C@@H]1CN(C)C(=O)c2cc(NC(=O)c3cnccn3)ccc2OC[C@H](C)N(CC2CC2)C[C@H]1C the results were TcdB GH inh -2.3.
`C[C@H]1CN([C@@H](C)CO)C(=O)c2cc(Br)cnc2O[C@@H]1CN(C)C(=O)c1ccc(F)cc1` gave TcdB GH inh 1.7.
Cc1cccc(S(=O)(=O)N2C[C@H](O)COC[C@H]3O[C@H](CC(=O)NCc4ccc5c(c4)OCO5)CC[C@@H]32)c1 was read as TcdB GH inh -0.6.
`C[C@@H]1CN([C@@H](C)CO)C(=O)c2cc(C#CC3(O)CCCC3)cnc2O[C@H]1CN(C)C(=O)C1CCOCC1` gave TcdB GH inh 0.4.
`C[C@H](NC(=O)C[C@@H]1C=C[C@H](NC(=O)C2CCOCC2)[C@@H](CO)O1)c1ccccc1` gave TcdB GH inh -0.3.
Screening CC(=O)N(C)C[C@@H]1Oc2cc(C#C[C@@H](C)O)ccc2S(=O)(=O)N([C@@H](C)CO)C[C@@H]1C returned TcdB GH inh -0.5.
CCCN(C)C[C@@H]1Oc2cc(-c3ccc(OC)cc3)ccc2S(=O)(=O)N([C@@H](C)CO)C[C@@H]1C was read as TcdB GH inh 0.3.
For O=C(C[C@H]1CC[C@@H]2[C@H](COC[C@@H](O)CN2C(=O)c2ccccc2F)O1)N1CCN(c2ccccc2)CC1 the results were TcdB GH inh -0.7.
CC(C)NC(=O)N(C)C[C@H]1Oc2ccc(NC(=O)Nc3ccc(F)cc3)cc2CC(=O)N([C@H](C)CO)C[C@@H]1C was read as TcdB GH inh 1.1.
Screening CCCC(=O)Nc1ccc2c(c1)OC[C@@H](C)N(C(=O)c1ccncc1)C[C@H](C)[C@H](OC)CN(C)C2=O returned TcdB GH inh 0.9.
Screening C/C=C/c1ccc([C@@H]2[C@@H](CO)N3CCCCN(C(=O)Nc4cc(F)ccc4F)C[C@H]23)cc1 returned TcdB GH inh 0.0.
O=S(=O)(c1ccccc1)N1CCCCN2[C@H](CO)[C@H](c3ccc(-c4ccccc4F)cc3)[C@H]2C1 was read as TcdB GH inh -1.5.
CS(=O)(=O)Nc1ccc2c(c1)[C@@H]1C[C@H](CC(=O)N3CCc4ccccc4C3)O[C@H](CO)[C@@H]1O2 was read as TcdB GH inh -1.9.
Screening CNC[C@@H]1Oc2cc(C#CCOC)ccc2S(=O)(=O)N([C@@H](C)CO)C[C@H]1C returned TcdB GH inh -2.2.

Random excerpt: four compounds from above.
CC(C)NC(=O)N(C)C[C@H]1Oc2ccc(NC(=O)Nc3ccc(F)cc3)cc2CC(=O)N([C@H](C)CO)C[C@@H]1C was read as TcdB GH inh 1.1.
For O=C(C[C@H]1CC[C@@H]2[C@H](COC[C@@H](O)CN2C(=O)c2ccccc2F)O1)N1CCN(c2ccccc2)CC1 the results were TcdB GH inh -0.7.
O=S(=O)(c1ccccc1)N1CCCCN2[C@H](CO)[C@H](c3ccc(-c4ccccc4F)cc3)[C@H]2C1 was read as TcdB GH inh -1.5.
Screening CC(=O)N(C)C[C@@H]1Oc2cc(C#C[C@@H](C)O)ccc2S(=O)(=O)N([C@@H](C)CO)C[C@@H]1C returned TcdB GH inh -0.5.

The list goes on:
Screening Cc1noc(C)c1S(=O)(=O)Nc1ccc2c(c1)C(=O)N([C@@H](C)CO)C[C@H](C)[C@@H](CN(C)C(=O)c1ccccc1)OCCCC[C@H](C)O2 returned TcdB GH inh -7.8.
`Cc1cccc(S(=O)(=O)N2CC[C@@H]3[C@H]2c2cc(C#Cc4cccc(F)c4)ccc2N[C@@H]3CO)c1` gave TcdB GH inh -0.1.
CO[C@H]1CN(C)C(=O)c2ccc(NC(=O)c3ccccc3)cc2OC[C@H](C)N(C(C)=O)C[C@H]1C was read as TcdB GH inh -1.8.
Screening Cc1noc(C)c1NC(=O)Nc1ccc2c(c1)CC(=O)N([C@@H](C)CO)C[C@@H](C)[C@H](CN(C)Cc1ccc(C(=O)O)cc1)O2 returned TcdB GH inh 0.5.
`O=S(=O)(Cc1ccccc1)NCC[C@@H]1CC[C@@H](NS(=O)(=O)c2ccc(F)cc2)[C@@H](CO)O1` gave TcdB GH inh -0.3.
`COc1cccc(-c2cnc3c(c2)C(=O)N([C@H](C)CO)C[C@H](C)[C@H](CN(C)C)O3)c1` gave TcdB GH inh -0.3.
`C[C@@H]1CN([C@@H](C)CO)C(=O)c2cc(NC(=O)C3CCCCC3)ccc2O[C@@H](C)CCCCO[C@H]1CN(C)Cc1ccccc1` gave TcdB GH inh -0.2.
C[C@@H]1CN([C@H](C)CO)C(=O)c2cc(NC(=O)c3ccncc3)ccc2O[C@@H]1CN(C)S(C)(=O)=O was read as TcdB GH inh -0.3.
`C[C@@H]1CN([C@@H](C)CO)C(=O)c2ccccc2-c2ccccc2CO[C@@H]1CN(C)Cc1ccc2c(c1)OCO2` gave TcdB GH inh -0.6.
C[C@@H]1CN([C@@H](C)CO)C(=O)c2cc(-c3cccc(F)c3)cnc2O[C@@H]1CN(C)C(=O)Nc1ccccc1F was read as TcdB GH inh 1.5.
Screening COc1ccccc1NC(=O)N[C@H]1CC[C@@H](CC(=O)NCc2ccc(Cl)c(Cl)c2)O[C@H]1CO returned TcdB GH inh -0.2.
For CNC[C@@H]1Oc2c(NS(C)(=O)=O)cccc2C(=O)N([C@@H](C)CO)C[C@@H]1C the results were TcdB GH inh 0.0.
C[C@@H]1CN([C@H](C)CO)C(=O)c2cc(NS(=O)(=O)c3ccc(F)cc3)ccc2O[C@@H](C)CCCCO[C@@H]1CN(C)S(=O)(=O)c1ccc(Cl)cc1 was read as TcdB GH inh 0.3.
`C[C@@H]1CN([C@H](C)CO)C(=O)c2cc(NC(=O)Nc3ccc4c(c3)OCO4)ccc2O[C@@H]1CN(C)S(C)(=O)=O` gave TcdB GH inh 0.4.
`Cc1noc(C)c1NC(=O)Nc1ccc2c(c1)C(=O)N([C@H](C)CO)C[C@H](C)[C@H](CN(C)S(=O)(=O)c1ccc(Cl)cc1)OCCCC[C@H](C)O2` gave TcdB GH inh 0.2.
Cc1noc(C)c1NC(=O)N(C)C[C@H]1Oc2ccc(NC(=O)C3CC3)cc2CC(=O)N([C@@H](C)CO)C[C@@H]1C was read as TcdB GH inh -2.3.
CC(=O)N(C)C[C@H]1Oc2cc(C#Cc3cccnc3)ccc2S(=O)(=O)N([C@@H](C)CO)C[C@H]1C was read as TcdB GH inh 0.9.
For O=C(C[C@@H]1CC[C@@H](NC(=O)c2cccnc2)[C@H](CO)O1)NCc1ccc(Cl)c(Cl)c1 the results were TcdB GH inh -0.7.
For C/C=C/c1ccc([C@H]2[C@@H](CO)N(CCC(F)(F)F)C23CN(C(=O)COC)C3)cc1 the results were TcdB GH inh -0.6.
For C[C@H](CO)N1C[C@H](C)[C@H](CN(C)C(=O)Nc2ccc(C(F)(F)F)cc2)Oc2ccc(N(C)C)cc2C1=O the results were TcdB GH inh -3.5.
`C[C@H]1CN([C@@H](C)CO)C(=O)c2cc(Br)cnc2O[C@H]1CN(C)S(=O)(=O)c1ccc(F)cc1` gave TcdB GH inh -0.6.
CCC(=O)N1C[C@H](C)[C@@H](OC)CN(C)C(=O)c2cc(NC(=O)C3CCCCC3)ccc2OC[C@@H]1C was read as TcdB GH inh 0.7.
`CC(C)C#Cc1ccc2c(c1)O[C@@H](CN(C)Cc1ccccn1)[C@H](C)CN([C@@H](C)CO)S2(=O)=O` gave TcdB GH inh -0.6.
`C[C@@H]1CCCCO[C@H](CN(C)Cc2ccncc2)[C@@H](C)CN([C@H](C)CO)C(=O)c2cc(NC(=O)Nc3ccc4c(c3)OCO4)ccc2O1` gave TcdB GH inh -0.3.
COc1ccc(NC(=O)N(C)C[C@@H]2OCCCC[C@H](C)Oc3ccc(NS(=O)(=O)c4cn(C)cn4)cc3C(=O)N([C@@H](C)CO)C[C@@H]2C)cc1 was read as TcdB GH inh -0.1.
For O=C(O)C[C@@H]1C=C[C@H](NC(=O)Nc2cc(F)ccc2F)[C@H](CO)O1 the results were TcdB GH inh 0.6.
For CC(C)NC(=O)Nc1ccc2c(c1)CC(=O)N([C@@H](C)CO)C[C@@H](C)[C@H](CN(C)S(=O)(=O)c1cccs1)O2 the results were TcdB GH inh 0.5.
`COc1ccc(NC(=O)N2C[C@H](O)COC[C@@H]3O[C@H](CC(=O)NCc4ccncn4)CC[C@H]32)cc1` gave TcdB GH inh -0.3.
`CCCNC(=O)N(C)C[C@@H]1Oc2ncc(C#CCC3CCCC3)cc2C(=O)N([C@H](C)CO)C[C@H]1C` gave TcdB GH inh -0.3.
For C[C@H](CO)N1C[C@H](C)[C@H](CN(C)S(C)(=O)=O)Oc2ccc(NC(=O)Cc3cn(C)c4ccccc34)cc2CC1=O the results were TcdB GH inh 0.3.

The closing 2 entries of the section before are carried over, then new ones follow:
`CCCNC(=O)N(C)C[C@@H]1Oc2ncc(C#CCC3CCCC3)cc2C(=O)N([C@H](C)CO)C[C@H]1C` gave TcdB GH inh -0.3.
For C[C@H](CO)N1C[C@H](C)[C@H](CN(C)S(C)(=O)=O)Oc2ccc(NC(=O)Cc3cn(C)c4ccccc34)cc2CC1=O the results were TcdB GH inh 0.3.
`CCC(=O)N[C@H]1C=C[C@@H](CC(=O)NCCN2CCCCC2)O[C@H]1CO` gave TcdB GH inh -0.3.
CN1CCN(C(=O)C[C@@H]2C[C@H]3c4cc(NC(=O)CC5CC5)ccc4O[C@H]3[C@H](CO)O2)CC1 was read as TcdB GH inh -3.2.
C[C@H]1CN([C@@H](C)CO)C(=O)CCCn2nncc2CO[C@H]1CN(C)C(=O)Nc1cccc(F)c1 was read as TcdB GH inh 1.2.
Screening C[C@@H]1CN([C@H](C)CO)C(=O)CCCn2cc(nn2)CO[C@H]1CN(C)Cc1ccccc1C(=O)O returned TcdB GH inh -0.1.
`Cc1cc(C(=O)Nc2cccc3c2O[C@H](CN(C)S(C)(=O)=O)[C@H](C)CN([C@H](C)CO)C3=O)n(C)n1` gave TcdB GH inh -18.
O=C(C1CCCC1)N1CC(=O)N2[C@@H](CO)[C@H](c3ccc(C#CCc4ccccc4)cc3)[C@@H]2C1 was read as TcdB GH inh -0.4.
For C[C@H]1CCCCO[C@@H](CN(C)Cc2ccncc2)[C@@H](C)CN([C@@H](C)CO)C(=O)c2cc(NC(=O)Nc3ccccc3)ccc2O1 the results were TcdB GH inh 0.4.
O=C(C[C@H]1CC[C@@H]2[C@H](COC[C@H](O)CN2CC2CCCC2)O1)NCC1CC1 was read as TcdB GH inh -1.7.
For O=C(C[C@H]1C[C@H]2c3cc(NC(=O)Cc4ccncc4)ccc3O[C@H]2[C@H](CO)O1)NCc1cccnc1 the results were TcdB GH inh -0.8.
`CCC(=O)N1C[C@H](C)[C@H](OC)CN(C)C(=O)c2ccc(NS(C)(=O)=O)cc2OC[C@@H]1C` gave TcdB GH inh 1.0.
For Cc1ccccc1S(=O)(=O)N1CC[C@@H]2[C@H](CO)Nc3ccc(C#Cc4ccccc4)cc3[C@@H]21 the results were TcdB GH inh 1.2.
`C[C@H]1CN([C@@H](C)CO)C(=O)c2cccc(NS(=O)(=O)c3ccc(Cl)cc3)c2O[C@@H]1CN(C)C(=O)Nc1ccc2c(c1)OCO2` gave TcdB GH inh 0.6.

Compound activity as filed in PubChem.
